From PubChem
GLP1R ag: GLP-1 receptor (human) agonism. AID 624172. HEK293 GLP-1R CRE-luciferase, luminescence, 4-6 h; cells express a hypersensitive GLP-1R form. hit rate 0.007% among 380,000. P43220. Potency, µM (titrated, usually from 45.6 µM), for the others: top-dose activation, usual class: activators; further: potency means the concentration at half of the fitted maximal effect; % of control where 0% means no effect
Target sequence (P43220 whole entry, looked up): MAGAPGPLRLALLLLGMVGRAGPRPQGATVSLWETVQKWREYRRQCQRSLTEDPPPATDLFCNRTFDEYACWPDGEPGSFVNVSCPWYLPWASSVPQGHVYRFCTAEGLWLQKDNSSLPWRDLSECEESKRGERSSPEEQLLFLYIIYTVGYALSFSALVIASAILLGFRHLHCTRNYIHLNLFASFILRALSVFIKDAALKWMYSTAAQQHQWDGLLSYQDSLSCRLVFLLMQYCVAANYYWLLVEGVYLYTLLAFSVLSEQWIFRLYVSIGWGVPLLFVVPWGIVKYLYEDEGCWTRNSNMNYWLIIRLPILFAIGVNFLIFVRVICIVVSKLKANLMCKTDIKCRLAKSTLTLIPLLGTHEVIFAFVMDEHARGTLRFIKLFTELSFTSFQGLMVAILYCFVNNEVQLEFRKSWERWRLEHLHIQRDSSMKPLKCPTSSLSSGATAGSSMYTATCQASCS
HT1080 IDH1KD tx: HT-1080 IDH1 knockdown cell toxicity (counter line); hit rate 2% among 360,000; HT-1080 IDH1 knockdown viability, ATP luminescence, 48 h; Potency, µM (titrated, usually from 46.1 µM), for inactives: top-dose activity, negative = toxicity, actives largely listed as cytotoxic; AID 686971;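 further: potency means the concentration at half of the fitted maximal effect; 0% = DMSO wells and -100% = cell-free medium wells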
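Luminescent ATP read-out (CellTiter-Glo, 10 min at room temperature) after 48 h compound exposure at 37 °C gave viability of IDH1-knockdown HT-1080 cells. Activity was normalised to DMSO and cell-free wells, then fitted as concentration-response curves.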
SW480 rerep: induces DNA re-replication in SW480 colon adenocarcinoma cells; SW480 DNA re-replication, Hoechst DNA content imaging, 48 h; Potency, µM (highest dose often 46.1 µM), for inactives: at the top dose re-replication activation, usual class: activators; hit rate 1.8% among 340,000; further: potency means the concentration at half of the fitted maximal effect; % of control where 0% means no effect; nearly all actives have a fitted effect of over 55% in size
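Image-based read-out: total Hoechst fluorescence of nuclei (405 nm excitation, 500-530 nm emission), with hits raising the fraction of high-intensity nuclei. SW480 colon cells incubated 48 hr with compounds at 37 C.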
D3 antag: blocks the human D3 dopamine receptor | D3R cells, DiscoveRx beta-arrestin luminescence, antagonist mode; active compounds read low | hit rate 2.5% among 360,000 | AID 652054 | max response, negative = inhibition, %; in the data active means max response below about -50%; inconclusive means no clear call, values can overlap the other calls; further: on the % scale 0 is the no-effect control and ±100 the full control effect; mostly tested at two doses, the higher about 12 µM
Target sequence (P35462 whole entry, looked up): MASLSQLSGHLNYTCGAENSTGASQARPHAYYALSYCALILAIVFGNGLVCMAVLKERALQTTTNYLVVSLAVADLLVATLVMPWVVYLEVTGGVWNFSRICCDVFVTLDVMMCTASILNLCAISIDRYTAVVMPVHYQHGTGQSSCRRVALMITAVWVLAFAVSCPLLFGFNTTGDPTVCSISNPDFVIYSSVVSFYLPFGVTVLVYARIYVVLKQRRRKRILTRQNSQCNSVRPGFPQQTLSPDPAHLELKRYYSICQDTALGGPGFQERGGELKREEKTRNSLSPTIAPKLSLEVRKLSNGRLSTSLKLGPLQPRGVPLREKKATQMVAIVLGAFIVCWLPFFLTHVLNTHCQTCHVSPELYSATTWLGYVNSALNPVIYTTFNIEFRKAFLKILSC
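Cells plated overnight at 1500 cells/well, then exposed to library compounds with dopamine controls for 90 minutes at 37 degrees C. DiscoveRx reagent added for 30–60 minutes at room temperature; luminescence read, quantitative HTS format.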
HT1080-NT tox: kills 2HG-producing HT-1080-NT fibrosarcoma cells; hit rate 1.6% among 360,000; HT-1080-NT fibrosarcoma viability, CellTiter-Glo ATP luminescence, 48 h; Potency, µM (doses to about 46.1 µM), inactives show at the top dose activity, negative = less viability, most hits filed as cytotoxic;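 further: NT is the 2HG producing partner of a matched IDH1 knockdown line; potency means the concentration at half of the fitted maximal effect; 0% = DMSO-treated cells and -100% = media-only wells without cells; nearly all actives have a fitted effect of over 55% in size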
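Fibrosarcoma NT cells, 750 per well in 5% FBS RPMI, were exposed to compound for 48 hours. Viability: CellTiter-Glo luminescence.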
DRD3 agonist: D3 dopamine receptor (human) agonism; P35462; D3R DiscoveRx beta-arrestin cells, luminescence, 90 min; max activation, %; hit rate 0.58% among 410,000; in the data active means max activation above about 30%; further: 0% is about no effect; mostly tested at two doses, the higher about 12 µM
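Agonist-mode cell screen: cells plated at 1500/well and incubated overnight at 37 °C, then exposed to library compounds for 90 min at 37 °C. Detection reagent was added for 30–60 min at room temperature, and luminescence was read.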
IL1B secr inh: inflammasome signaling inhibition, IL-1 beta readout; hit rate 4.7% among 360,000; THP-1 LPS/ATP IL-1B secretion, AlphaLISA, 16 h; active compounds read low; activity change, % at 57.5 µM; in the data active means activity change below about -50%; inconclusive means mostly about -30% to -49%; further: on the % scale 0 is the no-effect control and ±100 the full control effect
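THP-1 cells pretreated 1 hr with compounds (up to 57.5 uM final), then stimulated with LPS (250 ng/mL final) plus ATP (1.25 mM final); secreted IL-1B measured by AlphaLISA after 16 hr, decreased signal indicating inhibition.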
KB-V1 MDR tox: kills drug-selected multidrug resistant KB-V1 cells | KB-V1 MDR cells viability, CellTiter-Glo, 72 h | hit rate 3.4% among 400,000 | Potency, µM (highest dose often 46.1 µM), for inactives: top-dose activity change, negative = cytotoxicity, actives largely listed as cytotoxic; further: potency means the concentration at half of the fitted maximal effect; on the % scale 0 is the no-effect control and ±100 the full control effect; nearly all actives have a fitted effect of over 60% in size
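KB-V1 MDR subline cells in DMEM (phenol-red free, 10% FBS) exposed to compounds in qHTS concentration series for 72 h at 37 degrees C. Viability read by CellTiter-Glo luminescence; concentration-effect curves fitted after normalization and correction.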
KB-3-1 cytotox: KB-3-1 parental cell cytotoxicity | KB-3-1 viability, CellTiter-Glo ATP luminescence, 72 h | Potency, µM (top dose mostly 46.1 µM), inactives show at the top dose activity change, negative = cytotoxic, most hits filed as cytotoxic | hit rate 1.4% among 400,000 | AID 1347075; further: potency means the concentration at half of the fitted maximal effect; on the % scale 0 is the no-effect control and ±100 the full control effect; nearly all actives have a fitted effect of over 60% in size
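KB-3-1 cells, DMEM (no phenol red) + 10% FBS; compound by pin transfer, 72 h, 37 °C. Readout: CellTiter-Glo luminescence after 10 min. Data normalized, curve-fitted.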
Active calls of the source: *; & = joins results of further samples; [ ] = another dose, or the depositor's remark. Unless noted, the call rests on the fitted dose curve; in most records, active means well fitted curve in the direction sought with a large enough effect; inconclusive means small, poorly fitted or top-dose-only effect, or another doubt; inactive means no such curve, though single readings can be large; an effect the other way counts as inactive or inconclusive.

`Cc1ccc(C)c(CN2CCC(CNC(=O)Nc3ccc(Br)cc3F)CC2)c1` gave GLP1R ag 10.3%, HT1080 IDH1KD tx inconclusive, SW480 rerep inconclusive, D3 antag -15.6, HT1080-NT tox 16.4µM*, DRD3 agonist -18.4&-23.7, IL1B secr inh -82.6*, KB-V1 MDR tox inconclusive and KB-3-1 cytotox inconclusive.
O=C(c1cccc(F)c1)N1CCCC(C(=O)N2CCN(c3ccccc3)CC2)C1 (centres undefined) was read as GLP1R ag 4.2%, HT1080 IDH1KD tx 12.6%, SW480 rerep 1.2%, D3 antag -8.2, HT1080-NT tox 4.9%, DRD3 agonist -5.0, KB-V1 MDR tox inconclusive and KB-3-1 cytotox 4.6%.
`COc1ccc(NC(=O)c2ccccc2NC(=O)c2cccs2)cc1` gave GLP1R ag 6.3%, HT1080 IDH1KD tx -7.0%, SW480 rerep -2.9%, D3 antag 2.5, HT1080-NT tox -4.3%, DRD3 agonist -4.0, IL1B secr inh 2.6, KB-V1 MDR tox -12.8% and KB-3-1 cytotox -0.9%.
O=C(/C=C/c1ccc(Cl)cc1Cl)c1cccnc1 was read as GLP1R ag -35.2%[inhibitor], HT1080 IDH1KD tx inconclusive, SW480 rerep inconclusive, D3 antag -10.1, HT1080-NT tox inconclusive, DRD3 agonist 1.6, IL1B secr inh -59.5*, KB-V1 MDR tox inconclusive and KB-3-1 cytotox inconclusive.
`O=S(=O)(Nc1ccc(NS(=O)(=O)c2ccccc2)c2ccccc12)c1ccccc1` gave GLP1R ag -4.0%, HT1080 IDH1KD tx -20.7%, D3 antag -1.5, HT1080-NT tox -4.0%, DRD3 agonist 1.9, IL1B secr inh -4.6, KB-V1 MDR tox -3.0% and KB-3-1 cytotox -9.5%.
Oc1ccc(C=Nc2cccc3ccccc23)c(O)c1 was read as GLP1R ag 0.3%, HT1080 IDH1KD tx inconclusive, SW480 rerep inconclusive, D3 antag -5.7, HT1080-NT tox -6.2%, DRD3 agonist 6.9, IL1B secr inh -17.1, KB-V1 MDR tox 29.5% and KB-3-1 cytotox -0.5%.
CC1CN(c2ccc(Oc3ccccc3)cc2)c2nc3c(c(=O)n(CC(N)=O)c(=O)n3C)n2C1 (centres undefined) was read as GLP1R ag 6.1%, HT1080 IDH1KD tx -9.2%, SW480 rerep -13.0%, D3 antag 8.8, HT1080-NT tox -18.9%, DRD3 agonist -1.5, IL1B secr inh 48.4, KB-V1 MDR tox 16.6% and KB-3-1 cytotox 2.8%.
For COc1cccc(NC(=O)CCS(=O)(=O)c2ccc(Br)cc2)c1 the results were GLP1R ag 7.4%, HT1080 IDH1KD tx -14.5%, SW480 rerep -6.6%, D3 antag -13.7, HT1080-NT tox -13.2%, DRD3 agonist 0.7, IL1B secr inh 0.0, KB-V1 MDR tox 18.6% and KB-3-1 cytotox 3.2%.
Screening Cc1ccccc1NC(=O)C(=O)NCC1CCCN1S(=O)(=O)c1cccs1 (centres undefined) returned GLP1R ag 16.2%, HT1080 IDH1KD tx 15.9%, SW480 rerep 1.5%, D3 antag -1.4, HT1080-NT tox 15.9%, DRD3 agonist -3.5, IL1B secr inh 4.0, KB-V1 MDR tox -10.7% and KB-3-1 cytotox -8.7%.
`Cc1ccc2c(c1)cc(CN(Cc1ccc3c(c1)OCO3)S(=O)(=O)c1ccccc1)c1nnnn12` gave GLP1R ag -8.1%, HT1080 IDH1KD tx 6.5%, SW480 rerep -0.9%, D3 antag 15.4, HT1080-NT tox 6.5%, DRD3 agonist 1.5, IL1B secr inh 13.7, KB-V1 MDR tox -6.1% and KB-3-1 cytotox 9.8%.
`CCCOc1ccc(F)cc1-c1cc(C(=O)NCc2cccs2)[nH]n1` gave GLP1R ag 16.8%, HT1080 IDH1KD tx -14.2%, D3 antag -0.3, HT1080-NT tox -21.0%, DRD3 agonist -11.4, IL1B secr inh inconclusive, KB-V1 MDR tox inconclusive and KB-3-1 cytotox -5.8%.
For COc1ccc(C(N)c2csc(Nc3ccc(C(=O)NCCCO)cn3)n2)cc1 (centres undefined) the results were GLP1R ag -2.8%, HT1080 IDH1KD tx 0.0%, D3 antag -11.7, HT1080-NT tox -8.3%, DRD3 agonist 6.2, IL1B secr inh -15.4, KB-V1 MDR tox 12.9% and KB-3-1 cytotox 0.0%.
CC(C)(CO)NC(=O)C12CC3CC(CC(Br)(C3)C1)C2 was read as GLP1R ag -0.6%, HT1080 IDH1KD tx 1.2%, SW480 rerep -9.8%, D3 antag 16.5, HT1080-NT tox 18.0%, DRD3 agonist 1.5, IL1B secr inh -2.8, KB-V1 MDR tox inconclusive and KB-3-1 cytotox 24.4%.
`CCOC(=O)C1(CC2CCCCO2)CCN(S(=O)(=O)c2cccc(F)c2)CC1` (centres undefined) gave GLP1R ag -1.9%, HT1080 IDH1KD tx -3.1%, SW480 rerep -19.3%, D3 antag -18.2, HT1080-NT tox -7.4%, DRD3 agonist 4.0, IL1B secr inh 15.6, KB-V1 MDR tox -4.6% and KB-3-1 cytotox -10.0%.
For Cc1ccc(S(=O)(=O)NCc2ccccc2Br)cc1 the results were HT1080 IDH1KD tx -3.9%, D3 antag 1.8, HT1080-NT tox -7.9%, DRD3 agonist 8.7, IL1B secr inh inconclusive, KB-V1 MDR tox inconclusive and KB-3-1 cytotox -5.6%.
For CCOC(=O)N/C(N)=N/c1nc2ccccc2s1 the results were GLP1R ag -11.6%, HT1080 IDH1KD tx -9.8%, SW480 rerep -22.5%, D3 antag 0.0, HT1080-NT tox -1.7%, DRD3 agonist -3.4, IL1B secr inh 50.3, KB-V1 MDR tox 0.0% and KB-3-1 cytotox -3.3%.
For CC(=O)Nc1ccc(-c2ccccc2)s1 the results were GLP1R ag -1.0%, HT1080 IDH1KD tx 1.7%, SW480 rerep -2.5%, D3 antag inconclusive, HT1080-NT tox -0.6%, DRD3 agonist -3.8, IL1B secr inh 21.7, KB-V1 MDR tox 3.0% and KB-3-1 cytotox -0.1%.
For CCOc1ncccc1C(=O)OCC(=O)c1ccc(F)cc1 the results were GLP1R ag 9.2%, HT1080 IDH1KD tx 1.9%, SW480 rerep 18.0%, D3 antag 0.9, HT1080-NT tox 4.7%, DRD3 agonist 0.8, IL1B secr inh 8.0, KB-V1 MDR tox 3.8% and KB-3-1 cytotox 2.8%.
For CC1=CN(S(=O)(=O)c2ccc(C)cc2)C[C@@H]2[C@H]3CC[C@H](C3)[C@H]12 the results were GLP1R ag 3.5%, HT1080 IDH1KD tx -5.0%, SW480 rerep 9.6%, D3 antag -65.0*, HT1080-NT tox -2.3%, DRD3 agonist -54.1, IL1B secr inh -17.1, KB-V1 MDR tox 0.0% and KB-3-1 cytotox 0.0%.
`O=C(O)C(Cc1c[nH]c2ccccc12)NS(=O)(=O)c1ccc(Br)cc1` (centres undefined) gave GLP1R ag 0.8%, HT1080 IDH1KD tx 7.6%, SW480 rerep inconclusive, D3 antag 0.0, HT1080-NT tox 7.1%, DRD3 agonist 9.6, IL1B secr inh 17.6, KB-V1 MDR tox 18.9% and KB-3-1 cytotox 3.7%.
For CC(C)C1N(C(=O)N2CCOCC2)CCN1S(=O)(=O)c1ccccc1 (centres undefined) the results were GLP1R ag -0.9%, HT1080 IDH1KD tx -10.0%, SW480 rerep 1.7%, D3 antag -12.8, HT1080-NT tox 0.5%, DRD3 agonist -3.2, IL1B secr inh 7.2, KB-V1 MDR tox -17.5% and KB-3-1 cytotox -11.7%.
`O=C(c1ccc2c(c1)OCCO2)C1CCN(S(=O)(=O)c2cccc(F)c2)CC1` gave GLP1R ag 4.1%, HT1080 IDH1KD tx inconclusive, SW480 rerep -1.3%, D3 antag 22.4, HT1080-NT tox -8.9%, DRD3 agonist -6.2, IL1B secr inh -2.2, KB-V1 MDR tox 20.6µM* and KB-3-1 cytotox 4.5%.
`CCOC(=O)N1CCN(C(=O)CCCn2c(=O)[nH]c3ccccc3c2=O)CC1` gave GLP1R ag 4.3%, HT1080 IDH1KD tx -0.8%, SW480 rerep 14.1%, D3 antag 0.2, HT1080-NT tox 21.4%, DRD3 agonist -2.4, IL1B secr inh -21.2, KB-V1 MDR tox 1.6% and KB-3-1 cytotox 1.7%.
For NS(=O)(=O)c1ccc(CCNc2nn3c(-c4cccc(OC(F)(F)F)c4)cnc3s2)cc1 the results were GLP1R ag -7.2%, HT1080 IDH1KD tx 8.2µM*, D3 antag 78.6, HT1080-NT tox 8.2µM*, DRD3 agonist 24.8, IL1B secr inh -83.5*, KB-V1 MDR tox -30.0% and KB-3-1 cytotox inconclusive.
`COc1ccc(NC(=O)c2ccc(NC(=O)CN(C)CC(=O)Nc3c(C)cccc3C)cc2)cc1` gave GLP1R ag 6.3%, HT1080 IDH1KD tx -6.1%, SW480 rerep 0.7%, D3 antag -9.2, HT1080-NT tox -1.9%, DRD3 agonist -16.4, IL1B secr inh -11.6, KB-V1 MDR tox 8.4% and KB-3-1 cytotox 0.9%.
C=CCNC(=O)c1ccc(CN(c2ccc(OCC)cc2)S(=O)(=O)c2ccc(C)cc2)cc1 was read as GLP1R ag 4.0%, HT1080 IDH1KD tx inconclusive, SW480 rerep inconclusive, D3 antag 16.5, HT1080-NT tox inconclusive, DRD3 agonist -9.2, IL1B secr inh 24.1, KB-V1 MDR tox 3.4% and KB-3-1 cytotox inconclusive.
COc1ccc(N2CC3=C(C2=O)C(c2ccc(O)c(OC)c2)NC(=O)N3C)cc1 (centres undefined) was read as GLP1R ag -3.7%, DRD3 agonist -0.3, KB-V1 MDR tox -2.5% and KB-3-1 cytotox 27.3%.
